High-throughput results (PubChem BioAssay)
EPAC2 antagonist: blocks human EPAC2 exchange factor; Q8WZA2; EPAC2 GEF exchange of Rap1B-BODIPY-GDP, fluorescence; Potency, µM (highest dose often 114 µM), without a hit: at the top dose activity, negative = inhibition, actives largely listed as inhibitors; 360,000 tested, 0.18% active; AID 720708; also: % is scaled to controls: 0 for no effect and ±100 for the full control effect; nearly all actives have a fitted effect of over 45% in size; many of its hits are not listed in these tables
Target sequence (Q8WZA2 whole entry, looked up): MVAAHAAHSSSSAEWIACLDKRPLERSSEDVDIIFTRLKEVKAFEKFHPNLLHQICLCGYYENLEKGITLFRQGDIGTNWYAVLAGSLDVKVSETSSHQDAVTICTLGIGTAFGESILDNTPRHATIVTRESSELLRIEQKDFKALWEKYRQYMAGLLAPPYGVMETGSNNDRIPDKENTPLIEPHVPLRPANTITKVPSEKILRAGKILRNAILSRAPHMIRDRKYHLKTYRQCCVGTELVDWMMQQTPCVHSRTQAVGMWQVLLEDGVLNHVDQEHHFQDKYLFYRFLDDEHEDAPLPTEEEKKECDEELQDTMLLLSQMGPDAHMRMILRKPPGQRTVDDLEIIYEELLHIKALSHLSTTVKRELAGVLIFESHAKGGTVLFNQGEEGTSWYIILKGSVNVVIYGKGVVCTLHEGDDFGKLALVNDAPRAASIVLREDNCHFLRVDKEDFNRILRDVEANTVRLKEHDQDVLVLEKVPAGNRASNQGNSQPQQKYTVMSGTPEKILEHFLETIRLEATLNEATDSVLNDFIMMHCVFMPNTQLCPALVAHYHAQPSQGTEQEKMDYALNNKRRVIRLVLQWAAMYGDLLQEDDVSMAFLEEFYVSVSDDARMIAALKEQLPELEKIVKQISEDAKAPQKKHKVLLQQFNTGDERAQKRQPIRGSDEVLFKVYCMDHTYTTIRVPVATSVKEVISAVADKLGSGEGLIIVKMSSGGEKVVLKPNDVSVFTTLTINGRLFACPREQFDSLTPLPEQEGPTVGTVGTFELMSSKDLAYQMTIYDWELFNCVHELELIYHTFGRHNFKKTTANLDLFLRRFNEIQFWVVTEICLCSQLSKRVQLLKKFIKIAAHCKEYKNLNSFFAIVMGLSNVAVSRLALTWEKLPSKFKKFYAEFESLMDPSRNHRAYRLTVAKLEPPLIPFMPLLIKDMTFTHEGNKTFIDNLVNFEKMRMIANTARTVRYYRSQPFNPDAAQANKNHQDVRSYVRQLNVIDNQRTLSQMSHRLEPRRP
TGFb inhibitor: blocks TGF-b signaling | Potency, µM (titrated, usually from 46.1 µM), inactives show top-dose activity, negative = inhibition, actives largely listed as inhibitors | 410,000 tested, 1.2% active | AID 588855 | HepG2 CAGA-GFP TGF-b/SMAD3 reporter, GFP fluorescence, 18 h; TGF-beta stimulated, 500 pg/mL final; also: % is scaled to controls: 0 for no effect and ±100 for the full control effect; nearly all actives have a fitted effect of over 65% in size
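Using HEPG2 CAGA-GFP reporter cells at 1000 cells/well, we pinned test compounds, stimulated with recombinant TGF-beta (500 pg/mL final) and measured total well GFP after 18 h.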
Nrf2 inh: blocks Nrf2 signaling; A549 ARE-Fluc reporter, luciferase luminescence, 18-24 h; Potency, µM (series often up to 46 µM), inactives show top-dose activity change, negative = inhibition, usual class: inhibitors; 360,000 tested, 2.1% active; also: % is scaled to controls: 0 for no effect and ±100 for the full control effect; nearly all actives have a fitted effect of over 60% in size
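In this cell-based qHTS, ARE-driven firefly luciferase in A549 cells reports Nrf2 activity; the luminescent signal after BugLite lysis is the measured value, with a prior CellTiter-Fluor read for cell health.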
ATXN2 expr inh: ATXN2 expression inhibition; Potency, µM (top dose mostly 57 µM), for inactives: at the highest dose activity change, negative = inhibition, usual class: inhibitors; AID 1745845; 360,000 tested, 0.72% active; HEK-293 ATXN2-luciferase reporter, luminescence, 24 h; also: % is scaled to controls: 0 for no effect and ±100 for the full control effect; nearly all actives have a fitted effect of over 55% in size
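qHTS (up to 57 uM final) was run with 24 h compound exposure of reporter cells at 37 °C. Each well was multiplexed: SteadyGlo luminescence measured ATXN2-luciferase expression after a fluorogenic Gly-Phe-AFC viability readout (25 uM final).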
HepG2 tox: HepG2 cytotoxicity, counter-screen for TGF-b inhibitors; Potency, µM (highest dose often 46.1 µM), inactives show top-dose activity change, negative = cytotoxicity, actives largely listed as cytotoxic; HepG2 CAGA-GFP viability, ATP luminescence, 18 h; 410,000 tested, 0.76% active; AID 588856; also: some results filed as inactive show a strong effect at the top dose
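CellTiter-Glo luminescence gave cytotoxicity after 18 hours at 37 degrees C. The cells were HepG2 CAGA-GFP in 1% FBS DMEM, stimulated with 500 pg/mL TGF-beta after compound addition. %Activity was normalised to no-cell wells (complete cell-killing) and DMSO (no toxicity), and curves were fitted and classified.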
A549 viability: kills or reduces viability of A549 cells in Nrf2 counter-screen | A549 ARE-Fluc cells, CellTiter-Fluor viability, 18-24 h | Potency, µM (titrated, usually from 46 µM), for the others: top-dose activity change, negative = cytotoxicity, most hits filed as inhibitors | 390,000 tested, 0.16% active; also: % is scaled to controls: 0 for no effect and ±100 for the full control effect
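A549 ARE-Fluc cells in 5% FBS OPTI-MEM, 5000 cells/well, rested 2 h then exposed to compounds in concentration-response for 18-24 h at 37 °C. Viability by CellTiter-Fluor fluorescence (Ex 405/Em 525) after 30 min; luciferase luminescence (BugLite, 15 min, RT) read afterwards.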
S2 tox: cell viability loss in ATXN counter-screen | S2 cells (HEK-293 line with an ATXN2-luciferase reporter) viability, CellTiter-Fluor protease fluorescence, 24 h | Potency, µM (series often up to 56.7 µM), actives largely listed as cytotoxic | 400,000 tested, 0.49% active; also: nearly all actives have a fitted effect of over 40% in size
Nrf2 activator: activators of Nrf2 (ARE) signaling; AREc32 ARE-luciferase reporter (MCF7-derived line), luminescence, 24 h; Potency, µM (series often up to 46.1 µM), for the others: at the top dose activation, actives largely listed as activators; 410,000 tested, 0.31% active; AID 624171; also: % of control where 0% means no effect; nearly all actives have a fitted effect of over 65% in size
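Reporter line AREc32 (ARE-Fluc), seeded overnight in OPTI-MEM with 5% FBS; compound pin-transferred, 24 hr at 37 deg C, 5% CO2; luminescent read-out.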
MCF10A rerep: DNA re-replication induction in MCF 10a cells; AID 624296; MCF 10A DNA re-replication, Hoechst nuclear intensity, 48 h; 350,000 tested, 2.9% active; Potency, µM (series often up to 46.1 µM), for the others: at the top dose activity, positive = re-replication, actives largely listed as activators; also: % of control where 0% means no effect; nearly all actives have a fitted effect of over 50% in size
* hit, by the source's call; i = inactive; ? = inconclusive; · = no result given; [ ] = dose if it differs, or a comment. Calls follow the shape of the dose curve; as a rule, active = well fitted curve in the direction sought with a large enough effect; inconclusive = small, poorly fitted or top-dose-only effect, or another doubt; inactive = no such curve, though single readings can be large; an effect the other way counts as inactive or inconclusive. Potency is read from the fitted curve at half-maximal effect. Some of the compounds tested; count on the stated rates, not on these rows.

SMILES	EPAC2 antagonist	TGFb inhibitor	Nrf2 inh	ATXN2 expr inh	HepG2 tox	A549 viability	S2 tox	Nrf2 activator	MCF10A rerep
CCN(CC)S(=O)(=O)c1ccc2c(c1)N(CC(=O)N1CCN(c3cccc(C)c3)C(C)C1)C(=O)CO2 (configuration not stated)	·	-19%	·	-19%	-28%	-8%	·	2.9%	·
Cn1c(/C(C#N)=C(\O)COc2ccc3ccccc3c2)nc2ccccc21	0%	34%[activator]	6%	6%	7%	-6%	i	-0.1%	?
O=C(Nc1c(Cl)cc(Cl)cc1C(=O)NCCN1CCOCC1)c1ccc(Cl)cc1Cl	-16%	-3%	12%	-10%	-19%	2%	i	-0.2%	24%
CCOc1ccc(-n2c(CCC(=O)O)ccc2-c2ccc(Br)cc2)cc1	·	-11%	-2%	11%	-10%	-2%	i	0.4%	·
c1ccc(CCNc2ncnc3sccc23)nc1	-5%	-19%	8.2µM*	·	-41%	?	i	2.3%	0%
CSc1ccc(/C=N/NC(=O)c2sccc2C)cc1	-15%	-12%	?	7%	-34%	-2%	i	-1.7%	12%
COc1ccccc1CN(C)C[C@@H]1OCc2cnnn2CCCC(=O)N([C@@H](C)CO)C[C@H]1C	-3%	6%	·	-3%	-2%	·	i	0.1%	·
CC(C(=O)Nc1ccc2c(c1)OCCO2)n1nnc(-c2ccccc2)n1 (configuration not stated)	0%	-19%	-8%	-14%	-27%	-3%	i	-1.4%	?
O=C(c1ccc2c(c1)OCO2)C1CCCN(Cc2ccc(OC(F)F)cc2)C1 (configuration not stated)	-9%	?	?	·	-38%	-6%	i	5.6%	-11%
COC(=O)[C@@H](NS(=O)(=O)c1ccc(F)cc1Br)C(C)C	-5%	-1%	·	-4%	16%	·	i	0.4%	·
O=C(c1ccco1)N1CCN(S(=O)(=O)c2ccc(S(=O)(=O)NC3CCCC3)cc2)CC1	12%	-38%	0%	-10%	-33%	1%	i	-1.0%	18%
O=C(Cn1nnc(-c2ccccc2NC(=O)c2ccccc2)n1)Nc1ccc2c(c1)OCCO2	-7%	7%	?	-13%	-23%	-11%	i	-0.4%	?
COc1cc(C2NC(=O)NC(C)=C2C(=O)Nc2cccc(C)c2C)cc(OC)c1OC (configuration not stated)	6%	-20%	-9%	0%	-11%	-4%	i	0.3%	2%
Cc1cc2oc(=O)c(CC(=O)NCCc3ccccc3F)c(C)c2c2occ(C(C)(C)C)c12	·	?	2%	·	-16%	0%	·	3.3%	·
Cc1cc(C(=O)CSc2nc(N)cc(=O)[nH]2)c(C)n1-c1cccc(F)c1	-4%	-9%	?	-2%	-2%	-1%	i	4.4%	5%
Cc1cc(NCCN2CCOCC2)n2nc(C)c(-c3ccccc3)c2n1	4%	-11%	·	-7%	-32%	0%	i	0.2%	-1%
C#CCOCCOCCOCCNc1nc(N2CCN(C(=O)[C@H](CCCCN)n3cc(CN)nn3)CC2)nc(N2CCN(C(=O)[C@H](CO)n3cc([C@@H](N)C(C)C)nn3)CC2)n1	11%	-2%	1%	-8%	4%	13%	i	-0.9%	-2%
Cc1ccc(NC(=O)c2cc(S(=O)(=O)N3CCCCC3)ccc2N2CCOCC2)cc1	-5%	8%	·	·	12%	·	i	-0.9%	·
O=S(=O)(NCc1ccccc1Cl)c1ccc(-n2cnnn2)cc1	4%	0%	-19%	7%	-3%	1%	i	-0.4%	-4%
CC(C)CNCC(=O)N1c2ccccc2Sc2ccccc21	-10%	3%	11%	2%	-19%	5%	i	0.0%	11%
O=C(CN(CC1CCCO1)C(=O)CNS(=O)(=O)c1ccc(Cl)cc1)NCC1CCCO1 (configuration not stated)	1%	0%	8%	3%	-4%	-2%	i	-0.5%	22%
CC1=CC(=C(C#N)C#N)C=C(C)N1CCN1CCN(C(=O)Nc2ccc(Cl)c(Cl)c2)CC1	4%	3%	-2%	-5%	-2%	-8%	i	0.3%	-3%
COc1ccccc1/C=C/C(=O)NCC(=O)N/N=C/c1ccc(C(=O)O)cc1	-11%	8%	-20%	2%	-23%	-22%	i	-0.1%	-24%
CC1CCCN(CC(=O)Nc2ccc(S(=O)(=O)NC3CCCCC3)cc2)C1 (configuration not stated)	-9%	?	?	-16%	-39%	-11%	i	1.4%	16µM*
COc1ccccc1N(C)S(=O)(=O)c1ccc(Cl)c(C(=O)N2CCC(C(N)=O)CC2)c1	8%	1%	?	16%	5%	-3%	i	-0.3%	5%
SMILES	EPAC2 antagonist	TGFb inhibitor	Nrf2 inh	ATXN2 expr inh	HepG2 tox	A549 viability	S2 tox	Nrf2 activator	MCF10A rerep
COc1ccc(C2=NCC(CSc3nccc(=O)[nH]3)S2)cc1 (configuration not stated)	6%	-3%	-12%	8%	-5%	-13%	i	-0.2%	-8%
Cc1ccccc1OCCCCN1CCCCC1	2%	-4%	-13%	-29%	0%	7%	i	0.4%	?
Cn1c(SCc2nc(-c3ccc(Cl)cc3)no2)nnc1-c1ccccc1	16%	18%	·	?	-13%	4%	i	0.0%	?
O=C(O)c1cccc(Cn2c(Cl)c(/C=N/Nc3ccccc3)sc2=O)c1	-28%	-12%	-5%	-31%[11.3 µM]	-19%	2%	i	5.0%	12%
O=C(Nc1ccc(Cl)cc1)C1CCCN1C(=O)NCc1ccccc1 (configuration not stated)	1%	18%	1%	3%	-4%	10%	i	-0.5%	1%
COCCNC(=O)c1ccc(-n2c(-c3ccccc3)cc3c2CCCCC3)cc1	·	?	?	·	0%	-9%	·	16µM*	·
O=C(N/N=C/c1ccc2c(c1)OCO2)C(=O)Nc1ccccc1Cl	2%	3%	-3%	0%	7%	2%	i	0.0%	-1%
COC(=O)c1cc(-c2ccccc2)n(CCN)c1C	6%	-3%	-22%	-4%	-25%	4%	i	3.9%	?
CC(C)CC(=O)Nc1ccccc1N1CCN(c2ccc(F)cc2)CC1	-5%	-9%	?	-35%	-1%	2%	?	0.0%	15%
CC(C)NC(=O)NNc1c(Cl)cncc1Cl	2%	27%	8%	?	40%	6%	i	-0.6%	-3%
COc1cc(NC(=O)COC(=O)CNC(=O)c2ccc(C)s2)cc(OC)c1	-2%	-6%	1%	-24%	-8%	0%	i	0.2%	-4%
O=C(O)C1CC(c2ccccc2)=Nc2ccccc2S1 (configuration not stated)	0%	12%	?	46%[activator]	33%	1%	i	?	-6%
COc1ccc(CCNC(=O)C2CCN(S(=O)(=O)N3CCC(C)CC3)CC2)cc1OC	-1%	2%	4%	0%	1%	3%	i	-0.6%	1%
O=C1C2C3C=CC(C3)C2C(=O)N1CCCCCCN1C(=O)C2C3C=CC(C3)C2C1=O (configuration not stated)	14%	-13%	15µM*	·	1%	1%	i	-0.6%	11%
CCCCn1c(N)c(N(CC)C(=O)c2cc(C)cc(C)c2)c(=O)[nH]c1=O	-5%	-1%	0%	2%	-7%	3%	i	0.2%	1%
Cc1ccccc1OCCCC(=O)NC1CCCCC1	-5%	-4%	4%	16%	-12%	8%	i	2.5%	2%
COc1ccc(/C=C2/SC(=S)N(NS(=O)(=O)c3ccccc3)C2=O)cc1	?	?	-10%	-10%	-54%	-8%	?	3.3%	8%
CC1C(=O)N2CCCc3cc(S(=O)(=O)NCc4ccc(F)cc4)cc1c32 (configuration not stated)	9%	-1%	?	2%	12%	-6%	i	-0.7%	7%
N#C/C(=C\c1cccs1)C(=O)N1CCOCC1	5%	-1%	-5%	0%	4%	0%	i	-0.9%	11%
c1ccc(C[C@H]2CN=C(Nc3ccccc3)N2CC2CCC2)cc1	3%	7%	-7%	-18%	-12%	-8%	i	-0.7%	-2%
CC(=O)N/C(=C\c1ccccc1)C(=O)OCC(=O)Nc1cc(S(=O)(=O)N(C)C)ccc1C	3%	-4%	1%	-5%	-6%	2%	?	3.4%	0%
Cc1ccc(NC(=O)CCNC(=O)c2ccc([N+](=O)[O-])cc2)cc1S(=O)(=O)N(C)C	2%	0%	?	-10%	0%	3%	i	2.7%	-46%[inhibitor]
Cc1ccc(S(=O)(=O)N2CCCCC2)cc1NC(=O)COc1ccccc1F	-15%	11%	-1%	2%	-8%	0%	i	1.6%	-21%
